Source: PubChem BioAssay (The Scripps Research Institute Molecular Screening Center)
M1 PAM parental: nonselective calcium activators in parental CHO-K1 cells, primary screen, counter-screen for M1 PAM project, cell-based, Fluo-8 calcium fluorescence, full deck, 1536-well. ATP EC20; 0% at ATP EC20, 100% at ATP max. activation, % at 3 µM. 360,000 tested, 0.02% active;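 active means activation above the run cutoff, the mean activation of all test compounds plus 3 SD, cut at about 40% in these data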;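 further: peak over basal fluorescence ratio in a 140 s read after ATP addition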
CHO-K1 Ca ag: counter-screen for M1 agonists: effect in parental CHO-K1 cells; Fluo-8 calcium fluorescence; scaled to maximal ATP response, vehicle zero; activation, % at 3 µM; 360,000 tested, 0.48% active; AID 602248, 2012; in the data active means activation above about 15%;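 further: untransfected CHO-K1 host cells lacking M1 receptor as counterscreen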
TAAR1 antag: human TAAR1 antagonists, primary screen, Fluo-8 calcium fluorescence, CHO RD-HGA16 cells; antagonist; 360,000 tested, 1.5% active; inhibition, % at 3 µM; Trace amine-associated receptor 1 (Homo sapiens), Q96RJ0;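 active means inhibition above a per-plate cutoff, the mean inhibition of test compounds on that plate plus 3 SD, cut at about 49% in these data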;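 further: 0% = DMSO plus EC80 beta-PEA response and 100% = DMSO alone without agonist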
Target sequence (Q96RJ0 whole entry, looked up): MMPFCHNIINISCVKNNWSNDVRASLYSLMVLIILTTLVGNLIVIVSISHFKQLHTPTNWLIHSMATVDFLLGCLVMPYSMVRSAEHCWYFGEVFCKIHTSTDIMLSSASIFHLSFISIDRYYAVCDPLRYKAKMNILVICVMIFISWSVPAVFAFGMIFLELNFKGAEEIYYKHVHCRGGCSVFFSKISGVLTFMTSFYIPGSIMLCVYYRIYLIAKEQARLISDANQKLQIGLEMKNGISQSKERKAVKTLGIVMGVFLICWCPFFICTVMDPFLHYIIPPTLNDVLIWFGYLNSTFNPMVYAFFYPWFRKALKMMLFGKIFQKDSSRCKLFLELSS
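Test system: hTAAR1-expressing CHO RD-HGA16 cells, Gα16-coupled; Probe or stimulus: EC80 β-phenethylamine stimulus; Compound dosing: single nominal final test compound concentration of 3 µM; Timing: 140 s kinetic read after compound, 140 s after agonist; Signal: Fluo-8 calcium-sensitive fluorescence; Measure: % inhibition of agonist calcium response; Controls: DMSO and EC80 PEA controls.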
CHRM1 agonist: human M1 muscarinic receptor agonists, primary screen, Fluo-8 calcium fluorescence, CHO-K1 cells, HTS | 360,000 tested, 0.33% active | AID 588814, 2011 | CHO-K1 hM1, agonist mode; 0% DMSO, 100% acetylcholine EC100 | activation, % at 3 µM | Muscarinic acetylcholine receptor M1 (Homo sapiens), P11229;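 active means activation above the run's mean compound activation plus 3 SD, cut at about 16% in these data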;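 further: peak over basal fluorescence ratio within a 140 s kinetic read after compound addition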
Target sequence (P11229 whole entry, looked up): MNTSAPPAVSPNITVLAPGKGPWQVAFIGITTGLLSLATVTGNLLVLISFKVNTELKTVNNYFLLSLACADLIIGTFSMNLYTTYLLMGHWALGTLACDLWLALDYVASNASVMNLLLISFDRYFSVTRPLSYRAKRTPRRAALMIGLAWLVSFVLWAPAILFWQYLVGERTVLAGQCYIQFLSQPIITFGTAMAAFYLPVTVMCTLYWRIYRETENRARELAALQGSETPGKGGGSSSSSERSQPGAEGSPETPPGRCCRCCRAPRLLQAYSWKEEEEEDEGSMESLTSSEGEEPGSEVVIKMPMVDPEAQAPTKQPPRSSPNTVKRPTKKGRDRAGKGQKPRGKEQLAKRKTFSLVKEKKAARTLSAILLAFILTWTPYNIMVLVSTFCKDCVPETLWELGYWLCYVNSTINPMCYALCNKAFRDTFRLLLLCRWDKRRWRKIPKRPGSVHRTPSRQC
CHRM1 PAM: human M1 muscarinic receptor positive allosteric modulators, primary screen, CHO-K1 cells, Fluo-8 calcium fluorescence, 1536-well; Muscarinic acetylcholine receptor M1 (Homo sapiens), P11229; CHO-K1 hM1, ACh EC20; 0% = ACh EC20, 100% = maximal ACh; activation, % at 3 µM; 360,000 tested, 0.088% active; AID 588819, 2011; in the data active means activation above about 19%, passing the limit was not always enough
CHO-K1 Ca antag: M1 antagonist counterscreen hit in parental CHO-K1 cells. ATP-induced calcium, Fluo-8 fluorescence. 360,000 tested, 0.6% active. AID 602250. inhibition, % at 3 µM;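 active means inhibition above a per-plate cutoff, the plate's mean sample inhibition plus 3 SD, cut at about 24% in these data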;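 further: 0% = DMSO plus EC80 ATP and 100% = DMSO alone without ATP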
CHO parental Ca: ATP-evoked calcium signal inhibitors, parental CHO, primary screen, counter-screen for OX1R antagonist project, cell-based, fluorescence, Fluo-8 calcium dye; parental CHO-K1, ATP-induced calcium, Fluo-8 fluorescence; inhibition, % at 5.6 µM; 330,000 tested, 0.63% active; AID 463079, 2010;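 active means inhibition above that plate's mean sample inhibition plus 3 SD, cut at about 26% in these data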;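 further: 0% = ATP-challenged DMSO wells and 100% = DMSO wells without ATP; some compounds past the cut are filed as inactive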
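test system = CHO parental line | reagent = ATP stimulus | measured by = intracellular calcium via Fluo-8 no-wash fluorescent dye | control set = ATP and no-ATP DMSO wells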
TAAR1 ag: human TAAR1 agonists, primary screen, Fluo-8 calcium fluorescence, CHO RD-HGA16 cells; Trace amine-associated receptor 1 (Homo sapiens), Q96RJ0; vehicle wells 0%, saturating PEA agonist 100%; activation, % at 3 µM; 360,000 tested, 0.99% active; AID 624467, 2012;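 active means activation above the mean activation of all test compounds in the run plus 3 SD, cut at about 38% in these data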
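test system = CHO RD-HGA16 cells carrying human TAAR1 plus Gα16 | schedule = 17-24 h seeding, 75 min 37 °C dye, 30 min RT | compound dosing = 3 µM single concentration | control set = DMSO and PEA EC100 | replicates = n 1 | signal = Fluo-8 fluorescence, 5 s baseline then 140 s kinetic read | measure = percent activation vs PEA EC100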
M1 antag: human M1 muscarinic receptor antagonists, primary screen, CHO-K1 cells, Fluo-8 calcium fluorescence, 1536-well | inhibition, % at 3 µM | 360,000 tested, 1.3% active | CHO-K1 hM1, ACh EC80 antagonist | Muscarinic acetylcholine receptor M1 (Homo sapiens), P11229;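 active means percent inhibition above its own plate's cutoff, namely the mean of that plate's compound wells plus 3 SD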;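 further: peak over basal fluorescence ratio during 140 s after agonist addition; 0% = ACh EC80 plus DMSO and 100% = DMSO alone without agonist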
* hit, by the source's call; x = no result given.

SMILES	M1 PAM parental	CHO-K1 Ca ag	TAAR1 antag	CHRM1 agonist	CHRM1 PAM	CHO-K1 Ca antag	CHO parental Ca	TAAR1 ag	M1 antag
COc1ccc(N2CCN(C(=O)c3cc(S(=O)(=O)N4CCCCCC4)ccc3OC)CC2)cc1	-33.1	4.5	3.9	0.8	-2.0	3.2	x	5.3	5.8
CCOC(=O)C1(C)CCCN1C(=O)c1ccc2ccccc2c1 (stereo not drawn)	8.5	0.5	-25.9	-3.8	-0.8	-7.5	x	-0.2	3.0
O=C(NCCC1=CCCCC1)C1CCCN(S(=O)(=O)c2ccccc2)C1 (stereo not drawn)	19.4	5.3	1.4	-3.1	4.5	-12.1	-21.6	11.1	-7.0
COc1ccc(OC)c(-c2csc(N(CC3CCCO3)C(=O)C3CCCCC3)n2)c1 (stereo not drawn)	-21.5	-0.9	-4.8	-3.1	-7.9	13.0	-30.4	6.7	21.4
Cc1c(N)cc(S(=O)(=O)O)cc1NC(=O)c1cccc([N+](=O)[O-])c1	-11.0	0.9	-16.9	1.5	11.2	11.0	x	6.6	-3.4
O=C(CCN1CCN(Cc2ccccc2)CC1)NNC(=O)c1cc2ccccc2o1	22.2	-0.1	-6.1	-4.5	14.9	-18.0	-11.1	-0.2	-19.6
CC(=O)N1CCc2cc(C(=O)CN3CCC(C)CC3)ccc21	14.5	0.6	-9.7	-5.6	-1.8	-0.8	-9.8	0.6	-1.1
FC(F)(F)c1ccccc1Cc1c(C2CCCCC2)nc2ccc(Cl)cn12	0.8	-0.3	-20.9	-1.1	-0.5	-6.3	x	-2.2	-31.8
COc1ccc(CC(N)c2csc(Nc3ccc(C(C)=O)cc3)n2)cc1 (stereo not drawn)	15.1	4.6	-4.2	3.2	9.3	-5.9	x	19.2	-25.7
CCc1cccc(C)c1NC(=S)NCc1ccc2c(c1)cc(C)n2C	14.7	-0.8	-0.8	-9.8	-5.0	-13.4	-15.4	-2.5	9.1
CCCc1nc2c(s1)CCc1onc(-c3ccc(Br)cc3)c1-2	14.4	0.9	23.1	-3.5	5.3	-18.2	-27.0	5.9	-3.2
CCc1cccc(C)c1NC(=S)NCC1CCN(c2ccc(OC)cc2)C1 (stereo not drawn)	5.3	0.9	-2.6	-4.0	-1.1	-12.4	-18.8	3.9	-4.7
COC(=O)c1cn(C(=O)/C=C/c2ccc(OC)c(OC)c2)c2ccccc12	18.7	0.8	41.9	-4.0	5.9	-6.7	-4.8	37.0	-3.8
COc1cc(C(=O)NC(CCSC)C(=O)OCC(=O)NC(=O)C2CCCCC2)cc(OC)c1OC (stereo not drawn)	6.3	0.7	22.4	0.7	10.7	-13.0	-21.1	-0.4	-15.1
CCOc1cc(NS(=O)(=O)CC)c(OCC)cc1NC(=O)c1ccco1	-3.9	2.2	18.0	-4.1	-1.5	11.2	-6.9	7.2	9.7
COc1cc(OC)cc(C(=O)N[C@H](C(=O)OCC(=O)Nc2cccnc2Cl)C(C)C)c1	7.3	0.7	5.7	-2.9	6.0	-15.5	-19.0	-0.7	-7.6
O=c1c2c(nc3nc(NCc4cccc(Cl)c4)[nH]n13)CCC2	5.3	0.2	8.4	-4.9	4.0	-9.1	-6.4	8.9	-1.2
COc1ccccc1-n1c(-c2ccc(F)cc2)coc1=O	11.6	2.6	x	-3.2	5.6	-8.0	-7.2	x	3.2
Cc1cc(C)cc(NC(=S)N2C3CCCC2CC(NC(=O)C2CC2)C3)c1 (stereo not drawn)	-12.0	0.0	-10.9	-11.4	-22.1	-6.3	-22.2	5.4	27.0*
COc1ccc(S(=O)(=O)CCC(=O)N2CC(=O)N(CCc3ccccc3)C(=O)C2)cc1	7.8	11.7	6.7	-0.4	-2.9	1.8	-4.8	10.3	4.2
O=C1Cc2cc(S(=O)(=O)N3CCNCC3)ccc2N1	17.5	1.3	-5.2	-6.9	8.3	-16.4	0.7	0.8	-20.1
CC(Oc1ccccc1F)C(=O)NC1CCS(=O)(=O)C1 (stereo not drawn)	18.6	0.8	-21.1	0.7	15.6	-11.0	6.3	0.5	-7.3
O=C(c1cc(S(=O)(=O)N2CCN(c3ccccc3)CC2)ccc1Cl)N1CCCCCCC1	-29.3	4.4	-2.0	-3.2	-10.8	18.7	-2.1	3.1	16.7
CC(C)(C)OC(=O)C[C@@H]1C/C=C\C[C@H](CC(=O)N(CCO)Cc2ccccc2)C(=O)N[C@@H](c2ccccc2)COC1=O	-11.6	2.3	15.5	2.7	18.8	-18.0	-17.6	6.9	-9.3
Cc1cccc(NC(=O)c2ccccc2OCC(=O)c2ccc(F)cc2)c1	12.3	1.6	1.4	-6.7	0.1	-13.4	-34.1	1.3	-1.2
CCCCN(C(=O)c1cc(S(=O)(=O)N2CCOCC2)ccc1F)c1c(N)n(CCCC)c(=O)[nH]c1=O	30.8	0.5	-4.7	-2.5	7.4	-19.9	x	7.6	-12.3
N=c1c2c3c(sc2ncn1N)CCCCC3	16.4	0.4	-14.7	-7.0	-7.2	-3.2	-15.3	7.4	5.3
Cc1cc(C(=O)N/N=C/c2ccc(N(C)C)o2)cs1	1.1	0.4	-22.1	-2.9	5.0	-1.9	-11.2	0.7	-9.3
COc1ccc(C(N)c2csc(Nc3ccc(C(=O)NCCCO)cn3)n2)cc1 (stereo not drawn)	14.5	-0.6	5.7	-1.7	22.1	-0.2	x	1.1	-22.7
Brc1ccc(CNc2nc3ccccc3n2CCN2CCCCC2)cc1	1.4	0.5	-25.9	-6.0	-2.8	0.1	-29.6	-2.1	-2.0
COc1ccc(S(=O)(=O)n2cccc2)c(OC)c1	33.5	2.9	-5.5	-8.8	6.8	-23.7	1.3	4.0	-6.5
COc1ccc(Br)cc1/C=N/Nc1ccc(Cl)c(C(=O)O)c1	4.7	0.8	-12.4	-3.6	14.7	-17.8	-4.2	6.3	-12.1
CCOC(=O)/C(C#N)=C\c1ccc(CC)s1	11.6	0.1	-1.2	-6.3	-3.4	-1.2	-6.4	8.0	-2.8
Cc1ccc(F)cc1C(=O)N1CCCC(C)(C(=O)NS(=O)(=O)C2CC2)C1 (stereo not drawn)	17.0	0.5	9.0	-4.0	9.6	-9.1	x	1.7	-11.7
CCN(C(=O)CN1C(=O)CN(C)C1=O)c1cccc2ccccc12	11.8	0.1	8.8	-1.1	8.8	-8.1	-8.7	2.1	-11.3
CCS(=O)(=O)N1Cc2ccccc2CC1C(=O)Nc1nc2ccc(F)cc2s1 (stereo not drawn)	25.1	0.7	7.1	-5.3	7.4	-6.8	-12.5	2.7	-8.4
CC(C)(C)NC(=O)c1ccc2c(c1)N(CC(=O)N1CCCC1)C(=O)C(C)(C)O2	-0.8	0.2	-16.6	0.7	11.2	1.8	-7.7	3.8	-4.1
CC(=O)N/C(=C/c1ccc2c(c1)OCO2)C(=O)NCCCO	13.2	0.2	12.5	-2.2	6.9	-8.6	-0.4	-1.8	-9.6
Nc1nc(CN2CCN(C(=O)c3ccco3)CC2)nc(Nc2cccc(Cl)c2)n1	25.4	2.9	-28.4	-2.3	1.6	-11.1	-12.9	6.2	-7.7
Cc1cc(C)c(S(=O)(=O)Nc2ccc(O)c(Sc3ncn[nH]3)c2)cc1C	9.3	0.2	3.7	-0.6	5.2	-10.5	-0.9	0.3	-16.6
Cc1ccc(C2NC(c3ccc(C)cc3)C([N+](=O)[O-])C(C)(C)C2[N+](=O)[O-])cc1 (stereo not drawn)	23.6	0.9	5.0	-10.2	-15.6	-4.2	-12.5	6.1	-1.7
CC(C)Oc1ccc(C(=O)NC2CCS(=O)(=O)C2)cc1 (stereo not drawn)	15.5	-0.1	-8.0	-3.2	10.4	-3.6	-0.9	-3.9	-12.8
CC(C(=O)N1CCOCCOCCOCCOCCOCC1)N1C(=O)c2ccccc2C1=O (stereo not drawn)	-9.5	-0.2	6.0	-3.3	0.9	20.3	-16.1	-0.4	3.4
Cc1ccc([N+](=O)[O-])cc1NC(=S)NC(=O)c1cccnc1	0.1	0.0	4.1	-8.9	13.5	11.2	-4.5	1.9	-8.8
NC(=O)/C(=N\OC(=O)c1ccco1)c1nc(-c2ccc(Br)cc2)cs1	-2.2	-1.4	11.4	-4.4	3.6	-10.5	-18.2	3.4	-8.1
COc1ccc(OC)c(N=c2ssnc2Cl)c1	5.2	0.0	-9.1	1.9	5.6	0.8	2.0	24.4	-3.0
O=C(NCCCO)C12CC3CC(CC(C3)C1)C2	-9.9	0.4	6.0	-1.3	1.7	12.6	6.2	-1.6	-3.8
Cc1nn(C)cc1C1C(C#N)=C(N)N(c2cccnc2)C2=C1C(=O)CCC2 (stereo not drawn)	21.1	0.9	-20.9	-2.4	-4.7	-12.7	-5.7	3.3	-0.2
CC1(C)CC(=O)C(C=NCCc2ccc(S(N)(=O)=O)cc2)=C(O)C1	-8.1	0.0	-4.3	-5.0	-6.4	12.0	-4.8	0.1	11.9
CC(C)(C)n1nnnc1C(c1cccc(C(F)(F)F)c1)N1CCC(O)CC1 (stereo not drawn)	16.2	-0.6	4.1	-4.3	8.1	-7.2	-17.1	2.7	-11.1
Cc1cc(NC(=O)CCC(=O)N(CCC(C)C)C(C(=O)NC2CCCC2)c2ccccc2C)no1 (stereo not drawn)	7.7	0.2	-5.5	-3.4	4.0	-18.4	-19.9	4.8	-1.4
COc1ccccc1NC(=O)c1nc[nH]c1C(=O)Nc1ccccc1OC	4.1	-0.3	6.1	-1.7	7.9	21.0	-7.7	6.2	-6.9
CSc1ncc(Cl)c(C(=O)Nc2nnc(SC/C=C/c3ccccc3)s2)n1	-12.0	2.4	-4.3	3.6	2.6	-13.8	-7.6	18.3	-10.8
COc1ccc(C(=O)O)cc1S(=O)(=O)Nc1ccc(C)cc1	8.0	-0.3	5.8	-4.1	2.8	-8.1	3.8	1.4	1.8

Pulled by structure from above (3):
SMILES	M1 PAM parental	CHO-K1 Ca ag	TAAR1 antag	CHRM1 agonist	CHRM1 PAM	CHO-K1 Ca antag	CHO parental Ca	TAAR1 ag	M1 antag
CCc1cccc(C)c1NC(=S)NCC1CCN(c2ccc(OC)cc2)C1 (stereo not drawn)	5.3	0.9	-2.6	-4.0	-1.1	-12.4	-18.8	3.9	-4.7
CC(C)Oc1ccc(C(=O)NC2CCS(=O)(=O)C2)cc1 (stereo not drawn)	15.5	-0.1	-8.0	-3.2	10.4	-3.6	-0.9	-3.9	-12.8
O=c1c2c(nc3nc(NCc4cccc(Cl)c4)[nH]n13)CCC2	5.3	0.2	8.4	-4.9	4.0	-9.1	-6.4	8.9	-1.2
